Screens from PubChem BioAssay.
FBW7 act = activators of human E3 ligase FBW7. Q969H0. AlphaScreen FBW7–phospho-cyclin E peptide binding, activator screen. normalized activity (activation), % at 26.1 µM. hit rate 0.13% among 650,000. AID 1259310; in the data active means normalized activity above about 1.9%;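 further: purified mutant Fbw7 with reduced substrate affinity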
Target sequence (Q969H0 whole entry, looked up): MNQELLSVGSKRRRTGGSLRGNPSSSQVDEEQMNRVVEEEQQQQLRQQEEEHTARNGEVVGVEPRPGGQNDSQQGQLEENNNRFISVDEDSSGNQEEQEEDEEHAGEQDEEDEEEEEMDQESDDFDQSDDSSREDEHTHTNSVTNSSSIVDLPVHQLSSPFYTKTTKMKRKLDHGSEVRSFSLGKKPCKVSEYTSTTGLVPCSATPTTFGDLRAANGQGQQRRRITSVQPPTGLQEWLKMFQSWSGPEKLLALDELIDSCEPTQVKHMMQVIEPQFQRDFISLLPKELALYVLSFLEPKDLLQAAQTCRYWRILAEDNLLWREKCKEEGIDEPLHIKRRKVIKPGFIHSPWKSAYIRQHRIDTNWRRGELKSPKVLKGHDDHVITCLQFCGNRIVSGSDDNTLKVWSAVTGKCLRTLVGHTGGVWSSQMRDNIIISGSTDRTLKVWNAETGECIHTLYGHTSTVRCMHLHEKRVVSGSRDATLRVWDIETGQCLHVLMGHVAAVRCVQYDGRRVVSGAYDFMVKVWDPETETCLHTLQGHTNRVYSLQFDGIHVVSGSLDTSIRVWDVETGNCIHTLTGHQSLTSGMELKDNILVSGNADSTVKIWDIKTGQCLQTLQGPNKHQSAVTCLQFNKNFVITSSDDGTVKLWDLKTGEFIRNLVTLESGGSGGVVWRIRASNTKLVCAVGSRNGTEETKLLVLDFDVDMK
TEAD-YAP block = TEAD-YAP interaction inhibition | AID 1259422 | hit rate 1.4% among 640,000 | inhibition, % at 9.12 µM | HEK-TIYL cells, TEAD-Gal4/YAP UAS-luciferase luminescence; in the data active means inhibition above about 32%;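 further: 0% = median of test compound wells and 100% = reference inhibitor wells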
GPR151 activ = activators of human GPR151; PathHunter beta-arrestin GPR151 cells, luminescence; Q8TDV0; hit rate 1% among 650,000; activation, % at 11.2 µM; in the data active means activation above about 4.9%;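 further: 0% = median of compound wells and 100% = cells with positive control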
MITF primary = blocks human microphthalmia-associated transcription factor; O75030; AlphaScreen MITF homodimerization, bead proximity signal; inhibition, % at 2.6 µM; hit rate 0.91% among 650,000; in the data active means inhibition above about 50%;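 further: 0% = vehicle wells with protein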
Active calls of the source: *.

SMILES	FBW7 act	TEAD-YAP block	GPR151 activ	MITF primary
Fc1ccc(-c2cnc(NCCc3c[nH]c4ccccc34)nc2)cc1	0.0	5.9	0.3	1.7
CN1CCN(C(=O)c2cc(S(=O)(=O)N3CCCC3)ccc2F)CC1	-0.2	3.8	-0.3	1.8
COc1cc(/C=C/c2ccc3cccc([N+](=O)[O-])c3n2)ccc1OCC(=O)O	0.5	-10.2	-1.4	17.0
CC1CCC(C(C)C)C(OC(=O)COC(=O)c2cc(O)ccc2N)C1 (stereo not drawn)	0.1	-15.9	2.3	-18.3
Cc1ccc(CNC(=O)C2=CCN(S(=O)(=O)c3ccc(C)cc3)CC2)cc1	0.1	4.3	1.6	-10.1
O=C(NC1CC1)c1c(O)c2cccc3c2n(c1=O)CCC3	-0.1	-2.0	1.0	8.9
CC(=O)NC1C(Oc2ccc(C)cc2C)OC(COC(C)=O)C(OC(C)=O)C1OC(C)=O (stereo not drawn)	0.1	0.6	1.6	14.3
CS(=O)(=O)N(CC(=O)N1CCCCCC1)c1ccc2c(c1)OCCO2	0.0	2.4	0.0	6.0
O=C(Cc1ccc(F)cc1)Nc1c2c(nn1-c1ccc(Cl)cc1)CSC2	0.0	-4.9	1.4	2.6
Cc1ccc(CNC(=O)Cn2c(=O)n(CCc3ccccc3)c(=O)c3cccnc32)cc1	0.3	0.1	-0.2	1.0
CC(C)(C)c1nnc(NS(C)(=O)=O)s1	-0.1	4.5	1.4	13.5
Cc1nc(C)c(-c2ccc(SCC(=O)N3CCCc4ccccc43)nn2)s1	-0.1	0.5	0.2	0.1
O=C(O)Cn1c2ccccc2c2cc([N+](=O)[O-])ccc21	0.0	-1.2	-0.7	-14.2
Cc1ccc(CN(C)Cc2c(C(=O)N3CCc4ccccc4C3)nc3ccc(Cl)cn23)o1	0.1	0.9	1.6	1.5
C=CCNc1sc2c(N)nc(N)nc2c1C#N	-0.1	1.5	0.9	2.6
Cc1ccc(NS(=O)(=O)c2ccc3c(c2)oc(=O)n3C)cc1F	-0.1	1.8	-0.2	-11.9
O=C(CC1C(=O)NCCN1Cc1cccc(F)c1)NCCCN1CCCC1=O (stereo not drawn)	0.3	6.7	0.4	9.3
O=C(CSc1nnc(CNc2ccc(F)cc2)o1)Nc1ccc(Cl)cc1	0.0	-1.4	1.6	5.9
O=C(Nc1cc(F)ccc1F)C1CCCN(c2ncnc3c2nc2n3CCCCC2)C1 (stereo not drawn)	0.1	8.8	8.0*	-11.4
COc1cccc(NC(=O)N(CC(=O)Nc2sc(C)c(C)c2C(N)=O)C2CCCC2)c1	-0.5	-13.8	1.2	1.1
O=C(Cn1c(-c2cccnc2)nc2ccccc21)NCC1CCCO1 (stereo not drawn)	0.0	8.4	2.7	-5.4
C=CCC(N)(CC=C)c1ccc(C(N)(CC=C)CC=C)cc1	-0.1	-4.5	3.3	-5.1
O=C(CSc1nnnn1-c1ccc2c(c1)CCC2)N1CCCCC1	0.4	0.2	1.5	17.6
O=c1c2c3c(sc2ncn1Cc1ccccc1Cl)CCCC3	0.1	2.1	0.3	-0.2
O=C(O)c1ccc(Cl)c(NC(=O)c2cccs2)c1	-0.2	-4.6	2.2	-10.0
COc1cccc2cc(-c3csc(Nc4ccc(Br)cc4)n3)c(=O)oc12	-0.1	-2.5	-1.5	-10.0
COC(=O)c1ccc(NC(=O)CSc2ncnc3c2nnn3-c2ccc(C)cc2)cc1	0.0	7.3	0.1	-0.3
COc1ccc(/C=C/C(=O)Nc2cccc3ccccc23)cc1	-0.1	-26.6	-0.5	2.3
CC12CC(c3ccccc3O1)C(/C(N)=N\NC(=O)c1ccc(F)cc1)C(=O)N2 (stereo not drawn)	0.0	12.1	2.4	-2.7
COc1ccc(NC(=O)CSCc2ccccc2F)cc1	-0.3	-53.1	0.4	3.1
COc1cc(Nc2nc(NCCN3CCOCC3)c3[nH]cnc3n2)cc(OC)c1OC	0.0	2.4	3.9	6.5
COc1cc(O)ccc1CN1CCc2nnc(CCNC(=O)c3ccco3)n2CC1	0.1	1.5	-1.0	23.9
COc1ccc(/C(=N/O)C(C)(C)NO)cc1	-0.2	6.8	5.1*	-2.5
O=C(c1ccc2nc(-c3ccco3)c(-c3ccco3)nc2c1)N1CCSCC1	-0.4	14.7	-0.5	87.2*
O=C(O)CC(NCc1ccco1)C(=O)Nc1cccc(F)c1 (stereo not drawn)	0.0	5.3	0.8	15.2
O=C(CCCOc1ccccc1)NNC(=O)Cn1nnc(-c2ccccc2)n1	0.0	12.9	-1.1	7.2
COC(=O)C1(CO)NC(c2ccc(C)cc2)C2C(=O)N(c3ccccc3)C(=O)C21 (stereo not drawn)	0.0	6.6	-0.9	0.4
Cc1ccc(S(=O)(=O)N/N=C/c2cc([N+](=O)[O-])ccc2Cl)cc1	0.5	10.4	-1.0	0.1
COc1cc2nc(N3CCN(c4ccccn4)CC3)nc(Nc3ccc4c(c3)OCO4)c2cc1OC	-0.1	5.6	0.1	9.3
COc1ccc(CCNc2nc(-c3cccs3)nc3c2ncn3C(C)C)cc1	0.1	17.9	-1.9	9.7
CCc1ccc(-n2c(=S)sc3c(=O)n(-c4ccc(F)cc4)c(SCC(=O)c4ccc(F)cc4)nc32)cc1	0.0	-6.3	0.4	7.4
CSc1ccc(C2C(C(=O)N3CCCCC3)=C(C)NC3=C2C(=O)CCC3)cc1 (stereo not drawn)	-0.1	9.0	1.7	0.0
COc1ccccc1-c1cc(CC(C)C)nc(N)c1C#N	0.1	2.6	1.1	-7.1
O=[N+]([O-])c1cccc(C=Nc2ccc3[nH]ncc3c2)c1O	0.2	-6.7	-0.1	11.4
CCNC(=O)c1ccccc1NC(=O)c1cccc([N+](=O)[O-])c1	0.1	-1.9	0.4	13.2
CCCC(C)c1nnc(NC(=O)CN2C(=O)c3ccccc3C2=O)s1 (stereo not drawn)	0.5	4.5	0.4	12.1
O=C(Nc1cc(Oc2ccccc2)cc([N+](=O)[O-])c1)c1ccc(OC(=O)c2cc3nc(-c4ccccc4)cc(C(F)(F)F)n3n2)cc1	-0.1	-0.1	1.1	2.1
COc1ccc(CCNC(=O)C(=O)Nc2cccc(C)c2)cc1OC	-0.1	-0.2	2.4	4.8
CCOC(=O)c1sc(NC(=O)c2cc3ccccc3o2)nc1C	0.1	-52.0	-2.3	5.3
NC1=NC(=Nc2ccccc2Cl)c2ccccc21	0.1	7.0	3.6	-13.4

The listing continues:
SMILES	FBW7 act	TEAD-YAP block	GPR151 activ	MITF primary
CC1CCN(Cc2nc3c(c(=O)n(C)c(=O)n3C)n2CC(N)=O)CC1	0.0	12.9	0.0	-11.9
COc1ccc(-n2c(C)cc(C=C3C(=O)NC(=S)NC3=O)c2C)cc1Cl	-0.6	-4.9	2.5	2.3
Cc1ccc(-n2c(SCC(N)=O)nc3c(oc4ccccc43)c2=O)cc1	-0.1	3.1	0.3	5.4
CCC(C)NC(=O)CSc1nc2cc(OC)c(OC)cc2cc1C#N (stereo not drawn)	-0.1	1.2	0.7	3.7
O=C(O)COC(=O)C1C(c2ccccc2)C(C(=O)O)C1c1ccccc1 (stereo not drawn)	0.5	-13.6	1.1	2.8
CCOC(=O)/C=C(\C)N(C)S(=O)(=O)c1cccc2nonc12	0.1	-2.1	-0.7	11.3
CC12C=CC3(CN(Cc4ccccc4)C(=O)C3C1C(=O)NCc1ccco1)O2 (stereo not drawn)	0.0	-9.6	0.9	6.9
CCC(C)c1cc(S(=O)(=O)N2CCCCC2)ccc1OC (stereo not drawn)	0.6	-1.4	-0.5	9.8
Cc1c(Cl)cccc1NC(=O)C1C2C=CC(C2)C1C(=O)O (stereo not drawn)	0.3	-2.3	0.0	12.2
COc1ccc(C2C(C(=O)Nc3cccnc3)=C(C)Nc3ncnn32)cc1 (stereo not drawn)	-0.1	1.1	1.7	-11.0
NC(=O)c1ccc(-c2nc(NCc3ccccc3)c3ncn(-c4ccccc4)c3n2)cc1	-0.1	8.3	-1.3	-4.1
Cc1cccc(N2CCN(c3cccc(C)c3)C2c2ccc(Cl)cc2)c1	-0.1	-5.3	-0.9	-8.0
COc1ccc(-c2nc(SC)n(C(=O)c3ccco3)n2)cc1	0.1	-29.9	0.1	11.2
Cc1ccccc1CN1CCc2nnc(C(C)NC(=O)c3ccco3)n2CC1 (stereo not drawn)	0.1	-3.2	1.6	4.3
Cc1ccc(OCC(=O)N/N=C\c2ccc(C)cc2O)cc1	0.0	-2.8	1.6	-21.8
COc1cc(NC(=O)[C@H]2C[C@@H](c3cccs3)NS(=O)(=O)N2C)cc(OC)c1OC	-0.1	4.0	-1.6	0.5
COc1cc2c(cc1OC)C(COc1ccccc1OC)N(C(=O)CCC1CCCC1)CC2 (stereo not drawn)	-0.1	9.1	0.1	-9.5
Cc1cccc(OCc2nnc(SCC(=O)N3CCc4ccccc43)n2C)c1	0.1	3.8	1.2	3.9
COc1cc(/C=C2/N=C(c3cccc(F)c3)OC2=O)cc(OC)c1OC(C)=O	0.1	-2.2	-0.8	3.5
CCc1c(C)sc(NC(=O)c2ccc(C(C)C)cc2)c1C(N)=O	1.1	-33.3	-1.2	8.0
CCN1CNC(=S)N(c2ccccc2)C1	0.3	-17.3	0.6	5.7
COc1ccc(CN2CCN(C(=O)c3ccncc3)CC2)c(OC)c1OC	0.1	-7.7	-0.9	51.3*
CC(=O)Oc1ccc(C2C(C(=O)OCc3ccccc3)=C(C)NC3=C2C(=O)CC(C)(C)C3)cc1 (stereo not drawn)	0.2	-2.9	-0.2	-0.7
Cc1cn2c3c(=O)n(C)c(=O)n(C)c3nc2n1-c1ccc(Oc2ccccc2)cc1	0.1	-3.6	1.0	-7.5
CC1(C)Cc2nc3sc4c(N5CCCCC5)ncnc4c3cc2CO1	-0.1	-10.4	0.5	-2.4
O=C(CN(Cc1ccc(Br)cc1)S(=O)(=O)c1ccccc1)N1CCc2ccccc2C1	0.0	-6.0	0.1	0.0
COc1cccc(CN2CCNC(=O)C2CC(=O)NCCCN2CCCC2=O)c1 (stereo not drawn)	0.0	-6.1	1.6	7.9
Cc1ccc(NC(=O)CSc2nc3n(n2)C(=O)C(=O)N3)cc1	0.1	6.0	0.2	11.6
CCCCc1ccc(C2=N/C(=C\c3cccc([N+](=O)[O-])c3)C(=O)O2)cc1	0.1	3.0	0.4	9.9
CCOc1ccc(/C=C2N=C(/C=C/c3cccc(Cl)c3Cl)OC\2=O)cc1	0.0	-2.3	6.6*	-2.8

In the list so far, these have an aryl thioether with sulfur outside any ring.
SMILES	FBW7 act	TEAD-YAP block	GPR151 activ	MITF primary
Cc1nc(C)c(-c2ccc(SCC(=O)N3CCCc4ccccc43)nn2)s1	-0.1	0.5	0.2	0.1
O=C(CSc1nnc(CNc2ccc(F)cc2)o1)Nc1ccc(Cl)cc1	0.0	-1.4	1.6	5.9
O=C(CSc1nnnn1-c1ccc2c(c1)CCC2)N1CCCCC1	0.4	0.2	1.5	17.6
COC(=O)c1ccc(NC(=O)CSc2ncnc3c2nnn3-c2ccc(C)cc2)cc1	0.0	7.3	0.1	-0.3
CCc1ccc(-n2c(=S)sc3c(=O)n(-c4ccc(F)cc4)c(SCC(=O)c4ccc(F)cc4)nc32)cc1	0.0	-6.3	0.4	7.4
CSc1ccc(C2C(C(=O)N3CCCCC3)=C(C)NC3=C2C(=O)CCC3)cc1 (stereo not drawn)	-0.1	9.0	1.7	0.0
Cc1ccc(-n2c(SCC(N)=O)nc3c(oc4ccccc43)c2=O)cc1	-0.1	3.1	0.3	5.4
CCC(C)NC(=O)CSc1nc2cc(OC)c(OC)cc2cc1C#N (stereo not drawn)	-0.1	1.2	0.7	3.7
COc1ccc(-c2nc(SC)n(C(=O)c3ccco3)n2)cc1	0.1	-29.9	0.1	11.2
Cc1cccc(OCc2nnc(SCC(=O)N3CCc4ccccc43)n2C)c1	0.1	3.8	1.2	3.9
Cc1ccc(NC(=O)CSc2nc3n(n2)C(=O)C(=O)N3)cc1	0.1	6.0	0.2	11.6
